Assay outcomes deposited in PubChem by several laboratories.
Platelet DG rel – modulates dense granule release in human platelets. human platelet-rich plasma, SFLLRN dense granule ATP release, luminescence. inhibition, %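 (compounds screened at 7.5 µM in platelet-rich plasma)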. 0.22% of 300,000 active. AID 1663;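 active = mean replicate score, as percent of positive control, at or above 50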
HSF1 inhib – HSF1 inhibition; activity change, negative = inhibition, % at 7.5 µM (by protocol); 0.77% of 300,000 active; NIH3T3-HGL HSE-luciferase, MG132-induced, luminescence 8 h; active compounds read low;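 active = more than half of replicate wells show activity change below -50%, luminescence cut by over half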;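 note: luciferase reports HSF-1 transcriptional activity via heat shock element; 0% = median of DMSO wells and -100% = zero luminescence signal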
GSK3 alpha inh – inhibitors of human GSK-3 alpha kinase. AID 2650. inhibition, % at 10 µM. ADP-Glo luminescence, 60 min. P49840. 0.1% of 320,000 active;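 in the data active = inhibition above about 50%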;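 note: GST-tagged GSK-3 alpha with peptide substrate and 25 µM ATP; 0% = DMSO neutral wells and 100% = GW8510 positive control wells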
Target sequence (P49840 whole entry, looked up): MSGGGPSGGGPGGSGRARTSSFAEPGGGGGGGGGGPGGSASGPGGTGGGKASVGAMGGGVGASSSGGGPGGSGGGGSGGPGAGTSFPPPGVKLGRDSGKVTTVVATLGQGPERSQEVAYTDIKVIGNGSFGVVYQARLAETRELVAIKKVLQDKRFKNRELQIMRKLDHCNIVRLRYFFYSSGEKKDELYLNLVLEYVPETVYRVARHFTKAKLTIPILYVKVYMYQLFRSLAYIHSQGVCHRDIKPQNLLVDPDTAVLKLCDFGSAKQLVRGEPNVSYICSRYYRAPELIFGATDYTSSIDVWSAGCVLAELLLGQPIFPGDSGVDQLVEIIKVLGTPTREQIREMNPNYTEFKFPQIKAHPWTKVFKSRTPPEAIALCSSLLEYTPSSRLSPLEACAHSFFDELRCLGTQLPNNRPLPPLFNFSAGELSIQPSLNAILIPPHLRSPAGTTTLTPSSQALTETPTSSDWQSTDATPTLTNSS
IEC-6 tox – kills IEC-6 intestinal cells in KLF5 counter-screen | 0.78% of 290,000 active | inhibition, % at 5 µM | IEC-6 cytotoxicity, luminescence viability | AID 1825; in the data active = inhibition above about 22%;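 note: 0% = plate median of test compound wells and 100% = cytotoxic reference compound wells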
GSK3B inh – blocks human GSK3beta kinase activity | P49841 | GST-GSK3beta kinase, ADP-Glo luminescence, 60 min; active compounds read low | activity score (negative = inhibition), % at 10 µM | 0.038% of 300,000 active | AID 2097;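 active = more than half of replicate wells score below -50%, meaning over 50% inhibition versus plate controls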;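 note: 0% = median DMSO wells and -100% = median GW8510 positive control wells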
Target sequence (P49841 whole entry, looked up): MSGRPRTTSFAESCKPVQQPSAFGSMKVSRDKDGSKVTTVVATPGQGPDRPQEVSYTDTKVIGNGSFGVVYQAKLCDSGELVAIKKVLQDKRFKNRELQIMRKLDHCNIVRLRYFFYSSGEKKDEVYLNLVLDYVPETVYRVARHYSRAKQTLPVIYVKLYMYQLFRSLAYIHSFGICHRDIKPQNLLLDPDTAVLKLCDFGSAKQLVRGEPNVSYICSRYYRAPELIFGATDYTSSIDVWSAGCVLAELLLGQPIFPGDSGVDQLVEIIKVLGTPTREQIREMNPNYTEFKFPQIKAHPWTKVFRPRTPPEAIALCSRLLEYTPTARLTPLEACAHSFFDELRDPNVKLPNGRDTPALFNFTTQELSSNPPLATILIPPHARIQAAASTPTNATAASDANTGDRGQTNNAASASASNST
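test system = GST-tagged human GSK3beta kinase, cell-free | reagent = 25 µM ATP with peptide substrate | dosing = one dose of 10 µM per compound | schedule = 60 min reaction, RT | detection = luminescent ADP-Glo measurement of ADP formed | control set = DMSO neutral wells and GW8510 at 20 µM as positive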
KLF5 inhibitor – suppresses KLF5 promoter-driven expression | DLD-1 KLF5 promoter-luciferase reporter, luminescence | inhibition, % at 5 µM | 0.23% of 290,000 active | AID 1700;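 active = inhibition above a per-plate limit of that plate's mean compound inhibition plus 3 SD, cut at about 60% in these data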;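 note: 0% = DMSO wells and 100% = LY294002 at 200 µM; higher means less KLF5 promoter-driven luciferase light; inactives centre near -14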
aSyn UTR inh – 5' untranslated region of α-synuclein, MLPCN primary screen; alpha-synuclein 5'UTR reporter, inhibitor activity; inhibition, % (tested at 7.5 µM); 0.82% of 300,000 active; in the data active = inhibition above about 60%;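 note: H4 neuroglioblastoma cells stably carrying SNCA 5'UTR luciferase fusion; 0% = DMSO wells and 100% = positive control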
Dyrk1A ADPGlo – Dyrk1A (rat) kinase inhibition; 0.43% of 310,000 active; ADP-Glo luminescence, NFATc1 peptide; inhibition, % at 12.5 µM; Q63470; in the data active = inhibition above about 50%;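 note: plate controls were vehicle with enzyme for no effect and no enzyme for full effect; many of its hits are not listed in these tables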
HSF-1 act – increases HSF-1 driven luciferase reporter signal | NIH3T3-HGL HSF-1 luciferase reporter, MG132, 8 h; 100% = twice DMSO control signal | 1.7% of 300,000 active | activation, % at 9 µM;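 active = mean replicate activation of at least 50% with a set share of replicates each reaching 50%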;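 note: 0% = median of the neutral control wells and 100% = twice that signal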
HSP90 refold inh – HSP90 refolding inhibition in rabbit reticulocyte lysate. luciferase refolding luminescence, 3 h. inhibition, % at 5.6 µM. 0.91% of 290,000 active;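 active = inhibition above the screen-wide mean plus 3 SD, computed separately per campaign, cut at about 16% in these data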;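 note: 0% = DMSO wells and 100% = 60 µM geldanamycin wells; inhibitors lower the luminescence because luciferase stays unfolded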
The depositor's hits bear a star; / = no result given. The list is partial (hit frequency here may not be typical).

SMILES	Platelet DG rel	HSF1 inhib	GSK3 alpha inh	IEC-6 tox	GSK3B inh	KLF5 inhibitor	aSyn UTR inh	Dyrk1A ADPGlo	HSF-1 act	HSP90 refold inh
CCOC(=O)c1cccc(N2C(=O)c3ccccc3S2(=O)=O)c1	1	3	0	4	-1	0	23	6	8	-1
O=C(CSc1ccc2nnc(-c3ccc(F)cc3)n2n1)N1CCOCC1	-1	-5	21	1	-17	4	12	5	-7	0
CCOC(=O)CCCNC(=O)COC(=O)CCC(=O)c1ccc(F)cc1	/	3	-1	-3	5	-8	-22	13	2	-3
Oc1ccc(N2CCN(c3nc(-c4cccs4)nc4ccccc34)CC2)cc1	-4	4	-1	-3	2	-10	20	-8	0	-4
CC(=O)c1c(C)nn(CC(O)Cn2c3c(c4cc(C)ccc42)CCCC3=O)c1C (stereo unspecified)	/	/	-1	-3	/	-5	/	-5	/	-5
CC1CCC(NC(=O)c2ccc(/C=C3\Oc4ccccc4N(C)C3=O)cc2)CC1 (stereo unspecified)	1	1	/	4	3	-6	-3	/	-4	-1
COc1ccccc1-c1nnc(SCC(=O)NC2CCCCC2)o1	2	3	-1	0	2	7	-25	-1	2	2
FC(F)(F)c1ccc(Oc2ccccc2Cl)nc1	-5	-3	-2	-2	-3	-13	10	-1	14	3
Cc1csc(NC(=O)CSc2nc(=O)cc(N)n2-c2ccc(F)cc2)n1	14	-1	0	-3	1	-2	-5	1	7	-5
Cc1c(N2C(=O)c3ccc4c5c(ccc(c35)C2=O)CC4)c(=O)n(-c2ccccc2)n1C	-22	-6	0	-2	0	-11	0	4	-8	-1
COc1ccc(/C=N/N=C/c2ccc(OC)cc2)cc1	6	8	-4	-2	2	-50	-33	3	-9	-2
CCOc1ccc(NC(=O)C(c2ccccn2)N(C(=O)CCl)c2ccc(OCC)cc2)cc1 (stereo unspecified)	/	/	4	-3	/	-49	/	-2	/	-3
CCn1nc(C(C)C)cc1C(=O)N1CCCC(CO)(Cc2ccc(F)cc2F)C1 (stereo unspecified)	-5	4	0	2	-2	-24	2	-2	6	0
CC1CCCN(c2nc3c(c(=O)[nH]c(=O)n3C)n2CCSc2nc3ccccc3o2)C1 (stereo unspecified)	0	-1	-2	1	2	-33	26	4	-12	0
Cc1ccc(S(=O)(=O)Nc2cc(=O)[nH]c(SCC(=O)Nc3cccc(C(F)(F)F)c3)n2)cc1	-1	2	/	-1	1	-29	11	0	8	-1
O=C(Nc1nnc(C2CCCCC2)s1)c1ccc(Br)s1	7	13	-1	0	0	7	-219	2	12	-2
CCCOc1ccc(Cn2c(=O)oc3ccc(C)cc32)cc1OC	-1	-47	-2	4	2	-27	19	2	-58	2
O=C(CNCCO)Nc1ccc(F)c(Cl)c1	0	0	-2	3	-2	-1	16	/	-10	-2
CCC(C)C(=O)Nc1c2c(nc3c1CCC3)CCCC2 (stereo unspecified)	-3	-5	1	8	-3	-6	4	2	-18	2
Cc1nnc(NC(=O)C(C)Sc2nncn2C)s1 (stereo unspecified)	-8	-5	-4	4	-1	-36	-5	-5	-10	0
CCC(=O)Nc1ccc(CCC(=O)N2CCCC2)cc1	0	-1	-3	3	-4	-11	-3	5	-2	-3
CN(C)/C=C(\C(=O)c1cccc(Cl)c1)c1nnnn1-c1ccccc1	-11	2	-2	-2	3	-60	10	-9	3	-2
Cc1ccc(Sc2ncccc2[N+](=O)[O-])cc1	-3	8	-3	-4	6	-20	-1	2	-3	1
CCC1CCCCN1CCCNC(=O)C1CCN(c2nnc(-n3cccc3)s2)CC1 (stereo unspecified)	8	3	0	2	-10	-12	-4	5	-1	-1
CCOC(=O)c1nn(-c2ccc(Cl)cc2)c2nc(-c3ccc(C)cc3)c(C#N)c(=O)n12	-10	-2	1	3	3	-32	-5	0	-5	2
COc1ccc(S(=O)(=O)Nc2c(C)cccc2C)cc1-n1cnnn1	11	-3	-3	2	4	-3	9	-2	-7	-7
CC1CCN(CCCn2c(=S)[nH]c3ccc(N4CCOCC4)cc3c2=O)CC1	0	-8	2	5	3	-12	-27	-8	3	-3
Cn1c2ccccc2c(=O)c2c(=O)n(Cc3ccco3)c(-c3ccc(C(C)(C)C)cc3)nc21	4	-7	-1	-5	3	-6	2	/	0	5
O=C(CNC(=O)c1cccs1)OCC(=O)c1ccccc1Cl	/	/	0	-5	1	-14	/	0	/	-3
O=[N+]([O-])c1cccc(C(=Nc2ccccc2)NO)c1	2	-11	5	-3	-1	-34	-17	5	-14	-1
Cc1cccc(C)c1NC(=O)CNC(=O)C12CC3CC(CC(O)(C3)C1)C2	-2	-1	-3	/	-23	/	-5	0	-17	/
Cc1ccc(NC(=O)CN(c2ccc(C)cc2)S(=O)(=O)c2cccc3nonc23)cc1	-6	-1	-1	-4	-3	0	2	1	-4	7
Cc1ccc(CNc2ccc(N3C(=O)CC(C)C3=O)cc2[N+](=O)[O-])cc1 (stereo unspecified)	-9	6	-2	-2	0	-14	2	1	1	1
CSc1ccccc1C(=O)C1CCCN(C(=O)c2cc(C(C)C)no2)C1 (stereo unspecified)	-3	9	0	2	1	-19	-20	2	6	1
CCCn1nnnc1NCc1ccccc1OCc1cccs1	7	-2	-3	-3	-4	-16	9	-7	-7	-1
CCCn1nc(Oc2nc(NCC)nc(NC(C)C)n2)ccc1=O	0	14	-3	8	3	-29	9	4	24	1
CCC(C)NS(=O)(=O)c1ccc(NC(=O)Cc2ccc(OC)cc2)cc1 (stereo unspecified)	-2	-2	0	3	-2	10	-12	0	-12	-1
CC(C)C1NC(C(=O)O)Cc2c1[nH]c1ccccc21 (stereo unspecified)	-11	-1	2	-2	3	-48	-5	19	-4	2
O=C(O)CC(=O)Nc1ccccc1	2	-10	0	2	3	-18	-3	-3	-6	5
CC(=O)Nc1ccc(NC(=O)C(C)OC(=O)C2CCCC2)cc1 (stereo unspecified)	-1	-5	-1	/	3	/	-11	3	-5	/
CC/C(=N/NC(=O)c1ccc2c(c1)OCO2)c1ccccc1O	3	6	-1	/	-3	/	33	-6	-10	/
C=CCc1ccc(OCCCCNC2CCCC2)c(OC)c1	1	-3	2	4	-2	-30	-37	-2	-7	-1
CC1CCN(S(=O)(=O)c2ccc(NC(=O)CN3CCCC3)cc2)CC1	6	-4	1	0	-1	-15	3	-2	-7	4
Cc1ccc(C(=O)COC(=O)COc2ccc(C)c(C)c2)cc1	-7	-5	/	-5	3	-8	-20	-1	-9	-5
COc1cccc(Nc2nnc(SCC(=O)N3CC(C)OC(C)C3)s2)c1 (stereo unspecified)	-2	-5	0	5	1	-44	-42	1	-3	2

Complete entries, looked up by structure:
O=C(O)CC(=O)Nc1ccccc1 in the list: Platelet DG rel = 2; HSF1 inhib = -10; GSK3 alpha inh = 0; IEC-6 tox = 2; GSK3B inh = 3; KLF5 inhibitor = -18; aSyn UTR inh = -3; Dyrk1A ADPGlo = -3; HSF-1 act = -6; HSP90 refold inh = 5
C=CCc1ccc(OCCCCNC2CCCC2)c(OC)c1 in the list: Platelet DG rel = 1; HSF1 inhib = -3; GSK3 alpha inh = 2; IEC-6 tox = 4; GSK3B inh = -2; KLF5 inhibitor = -30; aSyn UTR inh = -37; Dyrk1A ADPGlo = -2; HSF-1 act = -7; HSP90 refold inh = -1

New compounds follow:
SMILES	Platelet DG rel	HSF1 inhib	GSK3 alpha inh	IEC-6 tox	GSK3B inh	KLF5 inhibitor	aSyn UTR inh	Dyrk1A ADPGlo	HSF-1 act	HSP90 refold inh
CCCc1cc(C(N)=O)c(NC(=O)c2ccoc2C)s1	0	1	/	2	1	49	41	11	2	2
O=C(O)CCCCCN=C1CCc2ccccc2N1	-22	-11	/	-2	1	-5	21	-4	-12	5
Cc1ccc(-c2nc(N)n(C(=O)c3cccnc3)n2)cc1	14	20	1	7	-3	-33	-77	1	31	2
CCn1cc(CN2CCC(C(=O)Nc3ccc(Oc4cccnc4)cc3)CC2)cn1	-6	-2	0	-1	-1	-38	8	1	-7	1
C[C@H](NC(=O)c1nc[nH]c1C(=O)NCC(=O)OCc1ccccc1)C(=O)OC(C)(C)C	-2	8	4	-1	3	-7	8	3	20	62*
COCCN(C(=O)Cc1cccs1)C(C(=O)NC1CCCC1)c1cc(OC)c(OC)c(OC)c1 (stereo unspecified)	-6	2	-4	9	1	-2	-13	-1	-11	-2
Cc1ccc2nc(N(CCCN(C)C)C(=O)CN3C(=O)c4ccccc4C3=O)sc2c1	0	-18	0	-3	-2	-31	-8	-4	-25	-3
COc1ccccc1NC(=S)NCc1ccco1	-1	1	0	-4	4	-20	-9	2	4	0
O=C1COc2ccc(C(=O)CCl)cc2N1	0	-3	-12	-3	-7	-30	-22	4	-16	3
CCOC(=O)C1CCN(c2ncnc3c2cnn3-c2ccccc2)CC1	4	1	3	-4	1	-5	10	4	-20	-1
O=C(CN1CCN(S(=O)(=O)c2ccc(Cl)cc2)CC1)Nc1ccc2c(c1)CCC2	-9	9	-3	7	1	-17	-20	6	43	1
CC(=O)c1ccc(N2CCN(C(=S)NCc3ccco3)CC2)cc1	-6	20	0	4	0	-34	6	-1	23	0
COC/C=C/C1=CC2=CC(=O)C(C)(OC(=O)c3cccs3)C(=O)C2=CO1 (stereo unspecified)	1	-3	0	/	3	/	-22	/	-1	/
CCCCNC(=O)CCn1nc(-c2ccccc2)c2ccccc2c1=O	-8	7	0	-6	1	-14	6	-1	11	-4
COCCNc1nc(N)c([N+](=O)[O-])c(Nc2ccc(F)cc2)n1	5	-6	4	-8	-1	0	45	-3	3	-2
N#C/C=C1\Sc2ccccc2C(=O)N1CC(=O)N1CCN(S(=O)(=O)c2ccccc2)CC1	0	9	-2	-7	0	-26	-152	-3	18	-1
CC(=O)c1ccc(NC(=O)/C(=C\c2ccc(F)cc2)NC(=O)c2ccco2)cc1	-1	1	0	0	/	-5	12	2	29	-2
CSc1ccc(/C=C/C(=O)NC23CC4CC(CC(C4)C2)C3)cc1	7	/	0	-9	-1	-36	-56	22	/	-9
Cc1ccc(NC(=O)CC2S/C(=N/N=C/c3ccco3)NC2=O)cc1Cl (stereo unspecified)	-1	5	-2	-6	-2	-41	-17	5	14	0
Cc1ccc(S(=O)(=O)N2CC=C(C(=O)NCCC(C)C)CC2)cc1	1	7	0	-5	2	-12	17	-3	33	-1
CC(=O)Nc1nc2c(ncn2COCCOC(C)=O)c(=O)[nH]1	/	/	/	-1	2	-4	/	/	/	0
COC(=O)c1ccc(Cn2cnc3c(cnn3-c3ccc(Cl)cc3)c2=O)o1	-15	-5	-2	-2	-3	-19	-5	2	7	0
CN(C(=O)COc1ccc(-c2nnco2)cc1)C1CCS(=O)(=O)C1 (stereo unspecified)	-4	8	-1	/	0	/	13	4	6	/
O=C(COc1ccc(Cl)cc1)N1CCN(c2cccc(C(F)(F)F)c2)CC1	-7	-7	-1	5	1	9	-6	5	0	3
CC(=O)Nc1ccc(S(=O)(=O)N2CCC(C(=O)N[C@@H](C)C(=O)NC3CCCC3)CC2)cc1	-1	2	-1	-2	-2	-22	-24	-2	2	-4
Fc1ccc(/C=C/c2nnc(-c3cccs3)o2)cc1	12	22	0	-4	1	-108	-129	-1	32	2
O=c1[nH]c(SCc2nc3ccccc3n2Cc2ccccc2)nc2ccccc12	1	4	0	5	-2	-34	16	9	12	2
CCN(C(=O)COC(=O)CSc1ccc([N+](=O)[O-])cc1)C1CCS(=O)(=O)C1 (stereo unspecified)	-1	-1	0	-9	-3	-12	23	-8	6	-6
COc1ccc(C2=NN(C(=O)CCC(=O)O)C(c3cccs3)C2)cc1OC (stereo unspecified)	0	-7	-1	4	1	-5	-13	4	-8	4
